# Screens: PubChem, several laboratories
# GSH bead fluor = GSH bead compound fluorescence profile. AID 1776. fluorescence (KMESF) at 10 µM. GSH beads flow cytometry, compound fluorescence 488/530 nm; active compounds read high. 0.25% of 190,000 active; in the data active = fluorescence above about 89;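 note: glutathione beads carrying GST-tagged Bcl family fusion proteins plus one bare bead set; values are compound well signal with DMSO vehicle wells as background; inactives centre near 16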
# ABCB1 inh = inhibitors of human ABCB1 transporter, ABCG2 counter-screen | 0.067% of 190,000 active | CCRF-Adr cells, JC-1 efflux, flow cytometry | P08183 | inhibition, % at 6.6 µM; in the data active = inhibition above about 40%;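 note: 0% = vehicle and 100% = reference inhibitor; higher value means more JC-1 retained so stronger ABCB1 efflux block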
# Target sequence (P08183 whole entry, looked up): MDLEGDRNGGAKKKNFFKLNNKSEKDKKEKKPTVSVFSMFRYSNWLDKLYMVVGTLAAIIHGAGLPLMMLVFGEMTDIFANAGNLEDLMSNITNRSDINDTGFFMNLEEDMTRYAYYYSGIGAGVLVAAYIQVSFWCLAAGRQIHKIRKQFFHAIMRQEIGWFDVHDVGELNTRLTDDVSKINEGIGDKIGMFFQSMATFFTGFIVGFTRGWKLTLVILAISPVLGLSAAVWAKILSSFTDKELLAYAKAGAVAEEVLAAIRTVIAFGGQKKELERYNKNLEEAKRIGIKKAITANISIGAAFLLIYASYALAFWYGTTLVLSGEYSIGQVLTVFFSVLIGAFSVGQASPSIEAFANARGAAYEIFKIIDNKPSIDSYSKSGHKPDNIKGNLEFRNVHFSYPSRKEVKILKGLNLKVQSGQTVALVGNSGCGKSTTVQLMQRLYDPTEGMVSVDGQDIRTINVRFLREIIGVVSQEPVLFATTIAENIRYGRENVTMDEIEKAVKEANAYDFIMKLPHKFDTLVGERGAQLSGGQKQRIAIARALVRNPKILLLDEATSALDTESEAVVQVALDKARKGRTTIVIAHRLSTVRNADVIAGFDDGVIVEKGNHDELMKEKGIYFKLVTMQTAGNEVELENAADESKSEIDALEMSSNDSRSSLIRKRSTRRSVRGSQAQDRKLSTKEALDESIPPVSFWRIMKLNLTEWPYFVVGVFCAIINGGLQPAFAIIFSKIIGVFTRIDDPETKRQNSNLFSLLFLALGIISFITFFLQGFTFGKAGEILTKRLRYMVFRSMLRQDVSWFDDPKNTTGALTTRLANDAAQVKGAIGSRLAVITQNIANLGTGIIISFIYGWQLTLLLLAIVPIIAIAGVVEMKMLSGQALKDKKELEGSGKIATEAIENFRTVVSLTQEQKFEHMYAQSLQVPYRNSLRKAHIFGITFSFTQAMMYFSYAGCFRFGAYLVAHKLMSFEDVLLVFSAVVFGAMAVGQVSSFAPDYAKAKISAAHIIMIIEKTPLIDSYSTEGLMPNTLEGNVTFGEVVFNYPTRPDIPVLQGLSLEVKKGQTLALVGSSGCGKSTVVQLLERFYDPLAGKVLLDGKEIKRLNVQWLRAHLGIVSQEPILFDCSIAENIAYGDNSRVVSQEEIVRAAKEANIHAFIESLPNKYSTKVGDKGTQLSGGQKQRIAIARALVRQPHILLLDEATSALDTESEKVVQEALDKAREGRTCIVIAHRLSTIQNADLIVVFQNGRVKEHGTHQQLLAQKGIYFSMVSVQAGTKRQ
# ABCG2 block = inhibitors of human ABCG2 transporter, ABCB1 counter-screen; 0.1% of 190,000 active; AID 1325; IgMXP3 cells, JC-1 efflux, flow cytometry; inhibition, % at 6.6 µM; Q9UNQ0;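 active = inhibition above 80%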;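 note: 0% = DMSO and 100% = nicardipine control wells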
#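 Assay system – ABCG2 IgMXP3 and barcoded ABCB1 CCRF-Adr cell mix · Input – 3 million cells/mL in well · Reagent – JC-1 fluorescent substrate · Compound – single test compound dose, 6.6 µM final · Timing – 10 min exposure at 25 °C with rotation, no wash · Detection – flow cytometry of retained JC-1 fluorescence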
# Pf gametocyte = kills late stage P. falciparum gametocytes; inhibition, % at 10.9 µM; AID 743093; 0.065% of 150,000 active; P. falciparum stage V gametocytes, ATP luminescence, 24 h;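 active = inhibition above the mean plus 3 SD of compounds within the control limits, set per campaign, cut at about 38% in these data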;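 note: 0% = DMSO wells and 100% = medium only without gametocytes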
# RGS4-Gao reg = modulates binding of RGS4 to human Galphao. P09471. Multiplexed bead flow cytometry; actives lie on both sides. binding response (% of control), % at 10 µM. 0.33% of 220,000 active; in the data active = binding response below about 49% or above about 150%; inactive = in between;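 note: fluorescent Galphao activated with aluminum fluoride binding bead-coupled RGS4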
# Mcl1-Noxa inh = Mcl-1/Noxa interaction inhibition | TR-FRET Mcl-1/Noxa peptide binding, 2 h | inhibition, % at 21.7 µM | 1.5% of 220,000 active | AID 1022;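 active = compounds that cut the protein-peptide binding signal by more than 50% relative to plate controls in a single-dose test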;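 note: His-tagged Mcl-1 with rhodamine Noxa BH3 peptide and terbium anti-His antibody; 0% = Mcl-1 plus Noxa peptide wells and 100% = peptide-only wells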
# RGS8-Gao = modulates binding of RGS8 to human Galphao. P09471. multiplexed bead flow cytometry; actives lie on both sides. response (percent of control binding), % at 10 µM. 0.34% of 220,000 active. AID 1423; in the data active = response below about 60% or above about 140%; inactive = in between;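 note: Galphao activated as the GDP aluminium fluoride complex binding bead-coupled RGS8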
# Mcl-1 Bim block = human Bim-Mcl-1 interaction inhibition; Bead-based flow cytometry, Bim peptide-Mcl-1 binding; 0.1% of 190,000 active; inhibition, % at 10 µM; AID 1009; Q07820; in the data active = inhibition above about 40%;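 note: 0% = no compound tracer wells and 100% = peptide blocker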
# Avidin fluor = avidin bead compound fluorescence profile; fluorescence (KMESF) at 10 µM; 0.38% of 220,000 active; Avidin beads, compound fluorescence 488/530 nm, flow cytometry; active compounds read high; in the data active = fluorescence above about 47; note: inactives centre near 10
# RGS7-Gao reg = modulates binding of RGS7 to human Galphao; AID 1439; binding response (% of control), % at 10 µM; Multiplexed bead flow cytometry; actives lie on both sides; 0.35% of 220,000 active; P09471; in the data active = binding response below about 49% or above about 150%; inconclusive = no clear call, values can overlap the other calls; inactive = in between;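 note: fluorescent Galphao held in activated GDP-AlF4 state binding bead-coupled RGS7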
# Mcl1 Bid PPI = Mcl-1/Bid interaction inhibition; TR-FRET Mcl-1/Bid-Dy647 peptide binding, 1536-well; inhibition, % at 21.7 µM; Q07820; 0.97% of 220,000 active;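 active = compounds that cut the binding signal by more than half at the single screening dose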;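 note: His-tagged Mcl-1 with europium anti-His antibody binding Bid BH3 peptide; 0% = Mcl-1 plus peptide wells and 100% = peptide-only wells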
# * marks the source's active call; other numbers are inactive results; ? = inconclusive; . = not tested or not shown.
SMILES,GSH bead fluor,ABCB1 inh,ABCG2 block,Pf gametocyte,RGS4-Gao reg,Mcl1-Noxa inh,RGS8-Gao,Mcl-1 Bim block,Avidin fluor,RGS7-Gao reg,Mcl1 Bid PPI
CN(C)S(=O)(=O)c1ccc(N2CCCC2)c(C(=O)NCC2CCCCC2)c1,9,0.1,-1,16,105,-6,100,2,11,99,-4
CC(C)(C)c1ccc(S(=O)(=O)NCc2ccc(C(=O)N3CCOCC3)cc2)cc1,16,0.7,2,-5,102,29,102,1,7,98,2
CC1(C)CC(=O)C(N=Nc2ccc(Br)cc2)=C(O)C1,.,.,.,1,92,-6,101,.,8,?,-11
N#C/C(=C/c1cccc([N+](=O)[O-])c1)c1nnc2n1CCCCC2,15,1.3,26,18,98,21,99,-3,19,101,-6
COc1ccc2cc(C(=O)NC3CCCCC3)c(=O)oc2c1,11,0.2,5,15,107,-1,105,0,11,105,-12
COCCNS(=O)(=O)c1cc(C)c(C)cc1C,10,0.6,8,6,102,3,100,0,5,101,5
O=C(c1ccccc1F)N1CCC(O)(c2cccnc2)CC1,50,0.1,0,-22,100,10,98,0,8,98,-30
COc1ccc(N=C/C=C2/C=C(c3ccccc3)OC(C)(C)O2)cc1,9,1.0,3,3,104,18,105,-2,9,107,-16
CCOc1ccc(-c2nnc(SCC(=O)Nc3cc(C)on3)o2)cc1,15,0.6,5,-2,107,15,103,0,10,111,-26
O=C(NCCc1ccccc1)c1cccc(N2C(=O)C3CC=CCC3C2=O)c1 (centres undefined),15,0.1,0,-17,102,20,105,-3,11,99,-14
NC(=O)SCC(=O)Nc1ccc(Cl)cc1,15,-0.3,-2,.,96,-14,101,-1,14,92,-24
Cc1cccc(OCc2ccc(C(=O)Nc3ccc(F)cc3)cc2)c1,12,-0.5,1,.,100,-11,99,1,10,97,11
COC(=O)Nc1nnc(COc2ccccc2)s1,.,.,.,-1,102,5,100,.,5,?,-13
CCOC(=O)N1CCC(Nc2c(NCCCN(CC)Cc3ccccc3)c(=O)c2=O)CC1,19,0.3,1,.,108,11,105,0,7,106,-30
CNc1ccc(/C=C/C(=O)c2cccc3ccccc23)cc1[N+](=O)[O-],12,3.7,.,-8,99,8,95,-2,6,98,-1
COc1ccc2c(c1)CC/C2=N\OC(=O)c1ccccc1OC,9,1.8,11,12,99,7,101,0,9,97,-5
CCCCNC(=O)N1CCN(S(C)(=O)=O)CC1,14,0.0,0,-18,92,8,84,0,7,65,-3
COc1cccc(NC(=O)CCCn2c(=O)[nH]c3ccccc3c2=O)c1,12,0.2,1,-21,103,-5,102,0,41,104,-5
CCNc1nc(NCC)nc(ON=C(C)C)n1,17,0.1,0,.,101,-3,101,0,12,102,-27
CC1CC(C)(C)Nc2ccc(OC(=O)c3ccco3)cc21 (centres undefined),23,0.7,2,.,97,21,100,-1,10,102,-65
O=C(N/N=C/c1cn(CCOc2ccccc2)c2ccccc12)c1ccncc1,4,0.2,1,-12,100,14,98,-3,1,100,-8
N#Cc1cc2c(nc1SCC(=O)Nc1sc3c(c1C#N)CCC3)CCC2,8,0.5,0,.,103,7,103,-1,9,105,-29
COc1ccc2cc(C(N)=O)/c(=N/NC(=O)c3ccco3)oc2c1,12,0.3,1,-2,104,18,100,0,12,98,1
COc1ccc(/C=C/C(=O)O)cc1S(=O)(=O)N1CCc2ccccc2C1,14,-0.4,-1,-23,100,0,102,-2,9,?,-13
O=C(CNC(=S)N(Cc1ccccc1)Cc1cccs1)NCc1ccc(F)cc1,17,1.5,4,-16,105,2,103,0,9,107,-42
SMILES,GSH bead fluor,ABCB1 inh,ABCG2 block,Pf gametocyte,RGS4-Gao reg,Mcl1-Noxa inh,RGS8-Gao,Mcl-1 Bim block,Avidin fluor,RGS7-Gao reg,Mcl1 Bid PPI
CN(CCc1ccccn1)c1ccc([N+](=O)[O-])cn1,.,.,.,3,102,-12,104,.,7,?,-11
CC(=C/c1ccccc1)/C=N/Nc1nc(N2CCOCC2)nc(N2CCOCC2)n1,2,1.9,7,2,95,-7,87,-3,7,94,-14
CCCCOC(=O)CCCc1ccc([N+](=O)[O-])cc1[N+](=O)[O-],10,2.5,13,14,102,7,101,-2,15,?,-28
CCOC(=O)c1nc(N2CCN(C(=O)OCC)CC2)c2c3c(sc2n1)CCCC3,12,2.5,7,.,98,21,97,-1,38,99,2
CCCc1ncc(C(O)(c2ccccc2)c2ccc(C)cc2)n1C (centres undefined),17,2.3,12,18,104,9,99,0,18,104,1
N#Cc1ccc(C(=O)NCC(c2ccco2)N2CCCCC2)cc1 (centres undefined),32,0.6,19,9,105,-44,115,4,9,101,0
Cc1cccc(N(Cc2cc3ccccc3[nH]c2=O)C(=O)c2cccs2)c1,.,.,.,9,96,-7,98,.,8,?,11
CN1CCN(Cc2cc(Cl)c3cccnc3c2OC(=O)c2cccs2)CC1,15,1.0,17,-1,100,-21,99,0,13,99,-41
CC1CCC(N2CCN(c3ncccn3)CC2)CC1 (centres undefined),28,0.5,2,.,97,9,97,-4,19,98,-8
CC(=O)NCc1cc(-c2ccc(Cl)cc2)no1,12,0.3,-1,-11,102,14,101,3,9,92,-32
CC1(C)CC(=O)C(C(=S)Nc2ccccc2)=C(NC2CC(C)(C)NC(C)(C)C2)C1,20,1.3,-2,5,105,6,105,-2,5,103,-31
COc1ccc(N(CC(=O)N/N=C/c2ccc(-c3ccc([N+](=O)[O-])cc3)o2)S(=O)(=O)c2ccc(C)cc2)cc1,16,-1.7,-11,-10,98,7,97,0,11,96,-23
Cc1[nH]n(-c2ccccc2)c(=O)c1-c1ccc(Cl)cc1,31,-0.1,41,-2,98,15,102,-4,13,100,-7
COC(=O)C1=C(N)c2ccccc2C1(C#N)c1ccccc1 (centres undefined),11,0.5,1,.,96,7,94,-1,10,91,11
Cc1ccccc1CCN(C(=O)Cn1nnc2ccccc21)C(C(=O)NCC1CCCO1)c1nc2ccccc2n1C (centres undefined),10,0.6,7,.,96,0,100,-4,10,100,17
O=C(CSc1ccc(-c2ccccn2)nn1)c1ccc(F)cc1,22,0.8,5,12,102,3,100,0,28,101,-18
Cc1nc(SCC(=O)NCc2ccco2)nc(C)c1C,11,0.0,1,-38,96,-2,99,-1,21,98,-72
O=C(c1ccc(CNc2c(N3CCCC3)c(=O)c2=O)cc1)N1CCc2ccccc2C1,12,0.7,6,.,94,12,93,2,22,93,-8
CCOC(=O)CN1c2ccccc2NC(=O)CC1C (centres undefined),23,0.3,0,.,92,10,90,1,6,95,-18
COc1ccc(NC(=O)Cn2ncc(Cl)c(Cl)c2=O)cc1S(=O)(=O)N1CCOCC1,1,-1.9,-23,.,102,78*,101,0,12,100,-16
COc1cc(/C=N/Nc2nc(-c3ccc(S(=O)(=O)N(C)C)cc3)cs2)ccc1O,.,.,.,4,95,29,92,.,15,?,-99
Cn1c(SCC(=O)O)nnc1-c1cccc(NC(=O)c2cccc3ccccc23)c1,.,.,.,9,97,34,101,.,4,?,-94
Clc1cccc(CSc2nccn2-c2ccccc2)c1,20,0.7,6,-27,102,-6,103,-1,4,101,3
Cc1ccc(S(=O)(=O)N2CCN(C(=O)C3CCCCC3)CC2)cc1,8,0.6,1,-5,97,0,97,0,13,101,-17
Cc1ccc2nc(N(CCCN(C)C)C(=O)c3sc4ccccc4c3Cl)sc2c1,20,0.4,1,1,102,22,100,-4,14,104,-12

# 13 compounds from above, arranged by molar mass, largest number first.
SMILES,GSH bead fluor,ABCB1 inh,ABCG2 block,Pf gametocyte,RGS4-Gao reg,Mcl1-Noxa inh,RGS8-Gao,Mcl-1 Bim block,Avidin fluor,RGS7-Gao reg,Mcl1 Bid PPI
Cc1ccc2nc(N(CCCN(C)C)C(=O)c3sc4ccccc4c3Cl)sc2c1,20,0.4,1,1,102,22,100,-4,14,104,-12
CC(C)(C)c1ccc(S(=O)(=O)NCc2ccc(C(=O)N3CCOCC3)cc2)cc1,16,0.7,2,-5,102,29,102,1,7,98,2
O=C(c1ccc(CNc2c(N3CCCC3)c(=O)c2=O)cc1)N1CCc2ccccc2C1,12,0.7,6,.,94,12,93,2,22,93,-8
CN1CCN(Cc2cc(Cl)c3cccnc3c2OC(=O)c2cccs2)CC1,15,1.0,17,-1,100,-21,99,0,13,99,-41
O=C(NCCc1ccccc1)c1cccc(N2C(=O)C3CC=CCC3C2=O)c1 (centres undefined),15,0.1,0,-17,102,20,105,-3,11,99,-14
CNc1ccc(/C=C/C(=O)c2cccc3ccccc23)cc1[N+](=O)[O-],12,3.7,.,-8,99,8,95,-2,6,98,-1
N#Cc1ccc(C(=O)NCC(c2ccco2)N2CCCCC2)cc1 (centres undefined),32,0.6,19,9,105,-44,115,4,9,101,0
COc1ccc2c(c1)CC/C2=N\OC(=O)c1ccccc1OC,9,1.8,11,12,99,7,101,0,9,97,-5
Clc1cccc(CSc2nccn2-c2ccccc2)c1,20,0.7,6,-27,102,-6,103,-1,4,101,3
Cc1nc(SCC(=O)NCc2ccco2)nc(C)c1C,11,0.0,1,-38,96,-2,99,-1,21,98,-72
CCCCNC(=O)N1CCN(S(C)(=O)=O)CC1,14,0.0,0,-18,92,8,84,0,7,65,-3
COCCNS(=O)(=O)c1cc(C)c(C)cc1C,10,0.6,8,6,102,3,100,0,5,101,5
CC(=O)NCc1cc(-c2ccc(Cl)cc2)no1,12,0.3,-1,-11,102,14,101,3,9,92,-32

# More compounds follow:
SMILES,GSH bead fluor,ABCB1 inh,ABCG2 block,Pf gametocyte,RGS4-Gao reg,Mcl1-Noxa inh,RGS8-Gao,Mcl-1 Bim block,Avidin fluor,RGS7-Gao reg,Mcl1 Bid PPI
CCCCn1c(SCC(=O)Nc2cc(C)on2)nnc1-c1ccco1,43,1.1,4,.,78,14,88,-1,3,85,-11
CC(=O)N1C(=O)C2(C(C#N)=C(N)Oc3cc(C)oc(=O)c32)c2ccccc21 (centres undefined),9,0.5,1,13,95,-6,98,5,9,97,-20
Cc1ccc(/C=C2\Oc3c(ccc(O)c3CN3CCN(C)CC3)C2=O)cc1,9,0.7,8,5,102,-13,117,0,9,101,0
CCC(C)(C(=O)NC1CCCC1)N(Cc1cccs1)C(=O)c1ccccn1 (centres undefined),20,0.8,8,.,91,6,95,0,9,91,-12
CCCCc1nc(SCc2ccc([N+](=O)[O-])cc2)n[nH]1,10,0.8,6,-26,101,3,102,-4,19,101,4
O=C(OCc1nnc(-c2ccc(Cl)cc2)o1)c1ccc(=O)n(Cc2ccccc2)n1,21,0.3,1,.,99,5,100,-2,38,98,-6
O=C(O)c1ccc(S(=O)(=O)Nc2ccc(O)c(Sc3nc4ccccc4s3)c2)cc1,22,-0.3,-2,20,103,51*,102,0,9,105,-46
COc1cccc(CNC(=O)C2(C)Oc3ccccc3NC2=O)c1 (centres undefined),46,-0.4,-1,.,103,0,104,-3,6,101,13
